# OXTR potentiator – potentiates the human oxytocin receptor response. activation, % at 3 µM. CHO-OTR cells, Fluo-8 calcium fluorescence, potentiator mode; 0% = oxytocin EC15, 100% = EC100. AID 2445. hit rate 0.061% among 320,000. P30559;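 active means activation above that plate's cutoff, the mean activation of tested compounds plus 3 SD, cut at about 6.6% in these data, passing the limit was not always enough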;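 further: 100% uses oxytocin at 75 nM as the full agonist control; some results filed as inactive read as strong as hits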
# Target sequence (P30559 whole entry, looked up): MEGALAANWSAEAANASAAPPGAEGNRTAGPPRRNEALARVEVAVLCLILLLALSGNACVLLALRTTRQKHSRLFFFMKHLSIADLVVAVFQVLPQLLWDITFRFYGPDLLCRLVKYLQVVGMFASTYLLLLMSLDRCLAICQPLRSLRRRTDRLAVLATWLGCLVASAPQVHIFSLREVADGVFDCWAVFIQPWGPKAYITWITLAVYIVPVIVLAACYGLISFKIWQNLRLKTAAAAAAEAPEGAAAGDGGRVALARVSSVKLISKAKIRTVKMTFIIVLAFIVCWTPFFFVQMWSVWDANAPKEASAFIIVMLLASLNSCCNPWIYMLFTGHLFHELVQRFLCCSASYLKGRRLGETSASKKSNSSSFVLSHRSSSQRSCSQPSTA
#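 System: human OTR in CHO cells; Also added: sub-maximal oxytocin, roughly EC15; Timing: compound 6 min at room temperature before oxytocin, 100 s read; Technique: Fluo-8 intracellular calcium fluorescence, ex 470-495, em 515-575 nm; Controls: oxytocin EC15 low and EC100 high; Replication: singlicate.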
# TAAR1 agonist – human TAAR1 agonism. Q96RJ0. CHO RD-HGA16 TAAR1, Fluo-8 calcium fluorescence; vehicle wells 0%, saturating PEA agonist 100%. activation, % at 3 µM. hit rate 0.99% among 360,000;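 active means activation above the mean activation of all test compounds in the run plus 3 SD, cut at about 38% in these data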
# Target sequence (Q96RJ0 whole entry, looked up): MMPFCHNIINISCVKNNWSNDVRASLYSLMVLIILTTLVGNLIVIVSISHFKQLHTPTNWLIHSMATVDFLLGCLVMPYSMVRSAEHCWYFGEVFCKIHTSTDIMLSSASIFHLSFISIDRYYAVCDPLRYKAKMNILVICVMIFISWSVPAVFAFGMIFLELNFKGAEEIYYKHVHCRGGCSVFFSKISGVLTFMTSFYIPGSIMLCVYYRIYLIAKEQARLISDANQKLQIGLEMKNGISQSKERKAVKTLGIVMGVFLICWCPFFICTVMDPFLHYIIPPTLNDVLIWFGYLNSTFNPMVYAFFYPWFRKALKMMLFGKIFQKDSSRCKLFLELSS
#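 Repeats: no replicates (n 1) | Material: CHO-derived RD-HGA16 cells with stable Gα16 and human TAAR1 | Technique: Kinetic Fluo-8 calcium fluorescence | Schedule: 17-24 h seeding, 75 min 37 °C dye, 30 min RT | Evaluation: % activation from peak over basal fluorescence ratio, DMSO-to-PEA scaled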
# V1R ag counter – activates human V1a receptor in oxytocin agonist counter-screen; AID 2797; CHO-V1R cells, Fluo-8 calcium fluorescence, agonist mode; 0% DMSO, 100% 3 nM vasopressin; activation, % at 3 µM; hit rate 0.25% among 320,000; P37288;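 active means activation above the mean activation of all tested compounds plus 3 SD, per screening run, cut at about 20% in these data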;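 further: signal is peak over basal fluorescence ratio across a 100 second FLIPR read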
# CHO parental Ca – counter-screen: ATP calcium response change in parental CHO cells; parental CHO-K1, ATP-induced calcium, Fluo-8 fluorescence; inhibition, % at 5.6 µM; hit rate 0.63% among 330,000; AID 463079;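 active means inhibition above that plate's mean sample inhibition plus 3 SD, cut at about 26% in these data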;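 further: 0% = ATP-challenged DMSO wells and 100% = DMSO wells without ATP; some compounds past the cut are filed as inactive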
#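 Test system: untransfected parental CHO cell line; also added: ATP stimulus; dosing: 5.6 µM, single dose; signal: calcium-sensitive Fluo-8 fluorescence; measure: percent inhibition of ATP-evoked calcium rise, normalized to controls; benchmarks: low control ATP plus DMSO, high control DMSO only; replication: one well per compound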
# TAAR1 antag – human TAAR1 antagonism | Q96RJ0 | CHO RD-HGA16 TAAR1, Fluo-8 calcium fluorescence, antagonist | inhibition, % at 3 µM | hit rate 1.5% among 360,000 | AID 624466;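 active means inhibition above a per-plate cutoff, the mean inhibition of test compounds on that plate plus 3 SD, cut at about 49% in these data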;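 further: 0% = DMSO plus EC80 beta-PEA response and 100% = DMSO alone without agonist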
#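 System: RD-HGA16 CHO cells with stable hTAAR1 and Gα16 | Probe or stimulus: EC80 β-phenethylamine stimulus | Dosing: 3 µM, single point | Times: Dye loading 75 min at 37 °C, then 30 min room temperature | Measured by: Fluo-8 calcium-sensitive fluorescence | Read-out basis: % inhibition of agonist calcium response | Replicates: n of 1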
# M1 antag – human CHRM1 antagonism; CHO-K1 hM1, Fluo-8 calcium fluorescence, ACh EC80 antagonist; hit rate 1.3% among 360,000; P11229; inhibition, % at 3 µM;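 active means percent inhibition above its own plate's cutoff, namely the mean of that plate's compound wells plus 3 SD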;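 further: peak over basal fluorescence ratio during 140 s after agonist addition; 0% = ACh EC80 plus DMSO and 100% = DMSO alone without agonist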
# CHRM1 PAM – human CHRM1 positive allosteric modulation; P11229; CHO-K1 hM1, Fluo-8 calcium fluorescence, ACh EC20; 0% = ACh EC20, 100% = maximal ACh; activation, % at 3 µM; hit rate 0.088% among 360,000; in the data active means activation above about 19%, passing the limit was not always enough
# M1 ag – agonists of human M1 muscarinic receptor. P11229. CHO-K1 hM1, Fluo-8 calcium fluorescence, agonist mode; 0% DMSO, 100% acetylcholine EC100. activation, % at 3 µM. hit rate 0.33% among 360,000;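 active means activation above the run's mean compound activation plus 3 SD, cut at about 16% in these data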;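 further: peak over basal fluorescence ratio within a 140 s kinetic read after compound addition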
# OXTR ag – agonists of human oxytocin receptor; hit rate 0.32% among 320,000; CHO-OTR cells, Fluo-8 calcium fluorescence; normalized: DMSO 0%, oxytocin 100%; activation, % at 3 µM; P30559;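 active means activation above the mean of all tested compounds plus 3 SD, cutoff set per screening run, cut at about 20% in these data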;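 further: peak over basal fluorescence ratio from a 100 s FLIPR kinetic read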
# * marks the source's active call; other numbers are inactive results; . = not tested or not shown. An unsorted share of the library; 3.7% or so of the library scored in one or more.
SMILES	OXTR potentiator	TAAR1 agonist	V1R ag counter	CHO parental Ca	TAAR1 antag	M1 antag	CHRM1 PAM	M1 ag	OXTR ag
CN(C)S(=O)(=O)Oc1ccccc1C(=O)Nc1ccccc1Cl	4.5	0.9	0.6	-1.2	2.0	3.1	-0.3	-3.9	-0.9
CCc1noc(C)c1C(=O)N1CCC(CCC(=O)Nc2cccc(C)c2)CC1	-4.2	2.8	1.1	-10.5	-16.6	-12.8	15.0	-0.8	0.4
Cc1ccc(-c2cc(C(F)F)n3ncc(C(=O)N4CCCc5ccccc54)c3n2)cc1	-1.9	6.2	0.4	-4.5	-10.0	-8.1	7.1	-3.7	-0.8
Cc1ccsc1C(=O)OCc1csc(-c2ccccc2)n1	-8.5	4.8	0.5	-25.8	29.5	11.4	-5.0	-3.8	-1.4
CCCCOc1ccccc1C(=O)NCCCC(=O)O	-9.7	5.1	1.8	-6.4	-7.1	5.4	4.6	-2.2	0.1
CCOc1ccccc1NS(=O)(=O)c1ccc(-c2cnc(C3CC3)o2)cc1	-13.5	4.9	8.4	1.4	24.6	-9.3	6.7	-1.4	6.4
O=C1NNC(=O)C1c1ccccc1	-14.4	3.3	1.1	-2.1	4.8	-2.9	5.2	-3.5	-0.1
Cc1ccc(S(=O)(=O)c2c[nH]c3cc4c(cc3c2=O)OCO4)cc1	5.8	1.6	0.4	-8.0	-12.4	.	.	.	0.6
O=C(c1cccc(Cl)c1)C1CCCN(C(=O)c2ccoc2)C1 (stereo not drawn)	-2.7	0.2	0.8	-11.6	5.0	7.7	-10.2	-7.8	-0.9
COc1ccc(CCNC(=O)CCS(=O)(=O)c2ccc3c(c2)NC(=O)CO3)cc1OC	-3.7	1.3	0.4	7.8	-19.4	-12.3	6.6	-1.6	-0.1
COc1cccc(-c2cnc3c(NC(C)=O)cc(-c4cccc(C(=O)NCCN(C)C)c4)cn23)c1	.	0.0	.	.	5.1	-11.2	-3.9	-8.5	.
CCOC(=O)C1CCN(CCC(=O)Nc2cccc(Cl)c2)CC1	-10.7	7.0	0.8	-11.8	7.2	-4.0	2.9	-2.8	1.8
Cc1oc(-c2ccccc2)cc1C(=O)Nc1ccc(N(C)C)cc1	-10.1	6.6	-1.2	-25.9	13.3	1.9	-2.6	-2.7	-2.1
CC(C(=O)Nc1ccc(C(=O)O)cc1)N1C(=O)c2ccccc2C1=O (stereo not drawn)	-2.9	14.9	1.0	-9.2	-8.3	-6.6	8.9	-5.7	1.5
O=C(Nc1ccccc1F)C(=Cc1sc(N2CCOCC2)nc1-c1ccccc1)C(=O)Nc1ccccc1F	-1.2	5.1	0.9	-6.1	15.7	-8.9	12.0	-1.3	0.9
Cc1cccc(NC(=O)CN2C(=O)NC(C)(c3ccc4c(c3)OCO4)C2=O)c1 (stereo not drawn)	-15.6	11.3	1.8	4.2	13.1	-10.2	13.3	3.0	5.0
CC1OC(C)(C)OC1C1CNc2nc(NC(=O)C(C)(C)C)[nH]c(=O)c2N1C(=O)c1cccnc1 (stereo not drawn)	0.4	-2.5	0.2	0.9	8.2	-11.3	6.1	-5.5	0.7
CCCCOc1nc2ccccc2nc1C(C#N)C(=O)NC1CCCCC1 (stereo not drawn)	-1.2	-0.7	1.6	-6.4	-6.2	0.1	1.4	-2.7	-0.4
COc1ccc(/C=C(\C)c2nc(C)c(-c3ccccc3)c(=O)[nH]2)cc1	-4.9	-0.6	0.1	-10.1	-7.1	-15.6	8.0	-0.3	0.7
CS(=O)(=O)N(CC(=O)N1CCC(C(N)=O)CC1)C1CCCCC1	-15.5	7.9	-0.2	4.7	-2.0	-9.4	7.2	1.0	5.3
O=C1c2ccccc2NC(c2ccc(Br)o2)N1O (stereo not drawn)	-3.3	8.4	-0.2	-2.2	-9.7	-7.9	1.8	-3.0	-0.3
OCc1nc2ccccc2n1CCCCOc1ccccc1	-2.9	7.6	5.2	-8.5	-20.6	13.6	-6.5	-1.2	2.4
O=C(CNC(=O)c1ccc(Cl)cc1)OCC(=O)c1ccc2c(c1)OCCO2	-9.6	3.9	1.4	-15.9	1.9	3.9	-4.9	-2.8	0.6
CCCCn1c(N)c(N(CCC(C)C)C(=O)C2CC(=O)N(c3ccc(OC)cc3OC)C2)c(=O)[nH]c1=O (stereo not drawn)	-4.9	0.6	-0.6	10.6	-32.0	-1.3	2.7	-1.8	1.6
COc1cc(/C=N/O)cc(Br)c1OCC(=O)NCc1ccccc1	-5.5	1.9	0.9	-8.2	10.2	-12.2	11.4	-6.1	0.2
CC1C(=NO)C(C)C(c2ccccc2)NC1c1ccccc1 (stereo not drawn)	-4.8	-2.0	-1.6	-22.1	15.3	-2.1	-3.3	-11.9	-1.2
O=C(COc1ncnc2cc([N+](=O)[O-])ccc12)NC(=O)NC1CCCCC1	-6.4	40.6*	1.3	-12.8	-1.8	-6.5	2.4	-4.4	1.4
CC(=O)c1cccc(N=C2C(=O)Nc3ccccc32)c1	-10.3	3.0	5.5	-2.1	-8.6	-8.5	8.7	2.2	-1.1
FC(F)Oc1ccc(NC(=S)N2CCc3ccccc32)cc1	-4.1	0.9	1.5	-7.7	5.7	-4.9	2.6	-8.9	1.8
CCN(CC(=O)Nc1ccc(Cl)c(S(=O)(=O)N(C)C)c1)CC(=O)NC(C)C	0.5	2.7	2.3	-4.2	18.3	-7.1	9.9	-6.8	-0.7

# The list goes on.
SMILES	OXTR potentiator	TAAR1 agonist	V1R ag counter	CHO parental Ca	TAAR1 antag	M1 antag	CHRM1 PAM	M1 ag	OXTR ag
Cc1cc(-c2ccccc2)nc(N2CCC(C(=O)NC34CC5CC(CC(C5)C3)C4)CC2)n1	-13.8	2.6	0.1	-7.3	-14.7	-4.7	3.4	-2.5	-0.3
Cc1c(C(=O)/C=C/N(C)C)nnn1-c1ccc(F)c(Cl)c1	-2.2	0.5	-0.8	-18.9	-6.2	-9.4	10.5	-2.8	0.1
COC(=O)[C@@H](NC(=O)NCCC1=CCCCC1)C(C)C	-2.4	5.6	-0.3	-10.0	-17.3	-8.2	5.0	-5.1	-1.1
O=C(O)c1ccccc1C(=O)N(c1ccccc1)c1ccccc1	-4.2	0.0	-0.2	-1.1	-30.0	-13.6	8.5	-1.3	-0.1
COCCN1C=C(C(=O)OC)C(c2cc3c(cc2Br)OCO3)C(C(=O)OC)=C1	4.5	.	-0.7	-8.9	.	.	.	.	-0.9
CC(CNC(=O)c1ccc(Br)o1)NC(=O)c1ccc(Br)o1 (stereo not drawn)	-2.7	12.4	-0.3	-8.6	-3.1	-20.0	8.5	-0.5	-0.8
CCOc1ccccc1NC(=O)NCCC1=CCCCC1	-6.1	-0.8	-0.8	-15.6	-8.0	-8.0	7.3	-9.5	-2.2
Cc1ccc(NC(=O)COC(=O)Cc2cccs2)c(Br)c1	-7.9	-2.8	-0.6	-0.1	1.3	-8.3	4.7	-0.2	-0.5
O=C(COC(=O)Cc1c[nH]c2ccccc12)Nc1ccc(Cl)cc1	.	14.7	.	.	0.0	-6.3	3.4	-1.0	.
CCCC(=O)NC1=C(Cl)C(=O)c2ccccc2C1=O	.	54.0*	.	.	51.7*	31.1	-1.9	13.5	.
CC(=O)c1ccccc1C(=O)N1CCC(CCC(=O)NCc2ccc(F)cc2)CC1	.	-0.2	.	.	-1.5	-9.5	3.6	-3.1	.
O=C(Cn1cc(COc2ccc(Cl)c(Cl)c2)nn1)NS(=O)(=O)c1ccccc1OC(F)(F)F	.	8.8	.	.	-14.2	0.6	1.7	-1.5	.
COc1ccc(C2CC3(CC(C)(C)NC(SC)=N3)Oc3cc(O)cc(C)c32)cc1 (stereo not drawn)	-9.6	50.9*	51.0*	-9.2	5.3	9.0	-14.2	12.8	39.3*
Cc1ccc(NC(=O)c2c(C)nc(Nc3nc4ccccc4o3)nc2C)cc1	-18.3	3.1	0.7	-17.0	-25.2	-15.2	6.4	-2.6	4.8
COc1ccc(C2CC(C(C)(C)C)=NN2c2ccc(S(N)(=O)=O)cc2)cc1 (stereo not drawn)	.	4.7	.	-8.7	2.2	5.3	-8.9	-5.7	.
COC(=O)C1=C(C)N(Cc2ccco2)C(=O)/C1=C\c1ccc(N(C)C)cc1	-4.0	4.6	0.6	2.5	6.0	0.0	4.3	-6.1	0.1
CC(Oc1ccc(Cl)cc1Cl)C(=O)Nc1ccc(O)cc1 (stereo not drawn)	-16.6	7.5	2.2	-11.6	-11.9	3.9	4.6	-6.9	3.7
CCOC(=O)c1sc2nc(SCC(=O)NCc3ccco3)n(Cc3ccccc3)c(=O)c2c1C	-7.2	3.5	0.5	-9.0	-7.9	-8.1	5.1	-5.2	0.3
Cn1nccc1C(=O)Nc1cc(Cl)ccc1Cl	-5.4	-0.8	-1.5	-3.2	0.5	-12.4	9.5	-4.0	-3.0
Cc1ccc(S(=O)(=O)N2CCN(S(C)(=O)=O)C2C)cc1 (stereo not drawn)	-0.6	0.7	0.1	3.1	-6.7	6.2	-1.3	-0.3	0.6
CCCOc1ccc(N2C(=O)CC(NCc3cccnc3)C2=O)cc1 (stereo not drawn)	-3.3	4.8	-0.4	-11.1	-1.3	-6.0	14.9	-4.7	-0.3
CCC(C)C(NC(=O)C1CCC(C)CC1)C(=O)Nc1ccc(OC)cc1 (stereo not drawn)	-13.4	2.2	-0.3	-14.8	-3.3	-0.8	2.6	-6.8	-1.4
CC1CN(C2=CC(=O)CCC2)CC(C)O1 (stereo not drawn)	-6.5	6.2	-0.6	14.1	10.8	-7.5	10.4	-1.5	0.9
Cc1ccc(OCC(=O)Nc2ccc(O)c(C(=O)O)c2)cc1C	-3.5	0.2	1.2	-10.0	-9.0	-40.3	18.6	1.3	-1.8
Cc1ccc(NCC(=O)Nc2ccc(Br)cc2)cc1F	-4.7	2.5	1.4	-0.9	-10.9	8.2	-4.0	-5.8	0.5

# Screening data (PubChem BioAssay)
